GC-B act = GC-B (human) receptor activation; activation, % at 10 µM; HEK293-GC-B cells, CNP EC30, cGMP TR-FRET; 0% at EC30 CNP, 100% saturating CNP; hit rate 0.11% among 370,000; P20594;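 active means activation at 10 µM reaching about 35% in either raw or pattern-adjusted values, limit read from the data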
ARFGAP1 inh = rat ARFGAP1 inhibition; Q62848; Arfgap1-stimulated ARF1 GTP hydrolysis, GDP FP detection; inhibition, % at 16.5 µM; hit rate 0.26% among 360,000; AID 651572;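 active means inhibition above a per-plate limit, mean inhibition of low control wells plus 3 SD, cut at about 25% in these data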;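 further: 0% = DMSO wells with enzyme and 100% = wells lacking Arfgap1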
Target sequence (Q62848 1-136 limits assumed): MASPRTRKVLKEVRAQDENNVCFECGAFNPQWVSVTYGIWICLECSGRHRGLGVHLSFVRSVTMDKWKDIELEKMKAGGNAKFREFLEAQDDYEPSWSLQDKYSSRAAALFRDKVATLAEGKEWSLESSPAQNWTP
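Replicates: Single well per compound | Assay system: Truncated rat Arfgap1 GAP domain | Control set: No-Arfgap1 wells (100%) versus DMSO full-reaction wells (0%) | Times: Enzyme reaction 120 min at 25 °C after 20 min preincubation | Reagent: Human ARF1(Δ1-17)-GTP substrate | Measured by: Tracer-displacement fluorescence polarization with EDTA stop, 620/688 nm | Measure: Percent inhibition of Arfgap1-stimulated GTP hydrolysis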
PG9 Ab binder = PG9 antibody binding by small molecule | TR-FRET gp120-PG9 antibody binding | inhibition, % at 6.7 µM | hit rate 0.43% among 360,000; in the data active means inhibition above about 8.5%
Rev-erbA mod = Rev-erb alpha (human) modulation; P20393; Rev-erbα–FITC-DNA binding, fluorescence polarization, 90 min; activity, % at 10 µM; hit rate 0.79% among 370,000;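 active means activity above about 14%, limit read from the data; passing the limit was not always enough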;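 further: 0% = DMSO wells with 35 nM protein and 100% = DMSO wells with 750 nM protein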
SMARCA2 activ = increases SMARCA2 function in MMTV reporter cells; MG213 cells, MMTV-luciferase reporter, dexamethasone, overnight; activation, % at 9.1 µM; hit rate 1% among 370,000; in the data active means activation above about 7.8%;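 further: 0% = vehicle wells and 100% = reference activator wells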
HTRA1 inh = HTRA1 (human) protease inhibition; Q92743; recombinant HTRA1, FP-rhodamine activity-based probe, fluorescence polarization; inhibition, % at 5.96 µM; hit rate 0.5% among 340,000; AID 504803; in the data active means inhibition above about 36%;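 further: 0% = enzyme with DMSO and 100% = wells lacking enzyme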
NPR1 activator = GC-A (human) enzyme activation; P16066; activation, % at 10 µM; hit rate 0.14% among 370,000; HEK293 GC-A cells, cGMP TR-FRET, EC30 ANP; 0% at EC30 ANP, 100% saturating ANP; in the data active means activation above about 40%
ASAP1 GAP inh = ASAP1 ArfGAP inhibition; inhibition, % at 16.5 µM; Q9ULH1; hit rate 0.19% among 360,000; ASAP1-stimulated ARF1 GTP hydrolysis, GDP FP detection; in the data active means inhibition above about 25%;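 further: 0% = vehicle with enzyme and substrate and 100% = no enzyme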
Target sequence (Q9ULH1 325-724 limits assumed): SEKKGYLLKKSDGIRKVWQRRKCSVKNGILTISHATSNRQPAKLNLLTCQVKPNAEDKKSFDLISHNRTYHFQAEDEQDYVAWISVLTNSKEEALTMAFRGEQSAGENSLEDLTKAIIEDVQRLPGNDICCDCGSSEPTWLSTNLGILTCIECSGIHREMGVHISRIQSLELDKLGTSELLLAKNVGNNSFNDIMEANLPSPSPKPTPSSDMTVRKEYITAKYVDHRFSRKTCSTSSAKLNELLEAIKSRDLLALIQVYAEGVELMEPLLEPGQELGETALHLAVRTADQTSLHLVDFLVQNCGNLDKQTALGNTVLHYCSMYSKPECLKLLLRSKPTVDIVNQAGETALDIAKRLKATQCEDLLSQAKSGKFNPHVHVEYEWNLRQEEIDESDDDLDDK
ABHD4 inh = ABHD4 (mouse) inhibition, primary FP screen | purified mABHD4, FP-Rh probe fluorescence polarization | inhibition, % at 8.92 µM | Q8VD66 | hit rate 0.54% among 370,000;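 active means inhibition exceeding the mean over every tested compound plus 3 SD, cut at about 30% in these data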;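 further: 0% = plate median of compound wells and 100% = S159A mutant with DMSO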
Target sequence (Q8VD66 whole entry, looked up): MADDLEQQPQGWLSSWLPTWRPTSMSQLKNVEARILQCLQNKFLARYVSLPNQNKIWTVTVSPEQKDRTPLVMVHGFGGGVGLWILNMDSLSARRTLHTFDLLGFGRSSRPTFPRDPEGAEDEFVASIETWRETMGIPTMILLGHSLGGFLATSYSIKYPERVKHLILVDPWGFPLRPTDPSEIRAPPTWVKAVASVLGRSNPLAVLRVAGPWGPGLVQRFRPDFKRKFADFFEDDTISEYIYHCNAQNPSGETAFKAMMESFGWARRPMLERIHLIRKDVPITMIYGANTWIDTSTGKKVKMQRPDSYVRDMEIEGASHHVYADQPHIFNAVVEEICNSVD
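Assay system: mouse ABHD4 enzyme, wild type / Also added: fluorescent activity-based probe FP-Rh / Doses: single nominal dose of 8.92 µM, 0.89% DMSO final / Timing: 45 min compound pre-incubation plus 60 min probe step, 25 °C / Signal: FP readout, ex 525 nm / em 598 nm / Control set: S159A mutant/DMSO as 100%, compound-well median as 0%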
rCAG binder = molecules binding r(CAG) RNA repeats; r(CAG) RNA repeat, TO-PRO-1 dye displacement fluorescence; inhibition, % at 3 µM; hit rate 1.3% among 370,000; AID 651821;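 active means inhibition above the plate cutoff, the mean of all test compounds on that plate plus 3 SD, cut at about 35% in these data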;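 further: 0% = DMSO alone and 100% = 100 µM mitoxantrone as full dye displacement; higher means more dye released from RNA so lower well fluorescence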
Active calls of the source: *; x = not tested or not shown.

The line under a structure holds: GC-B act, ARFGAP1 inh, PG9 Ab binder, Rev-erbA mod, SMARCA2 activ, HTRA1 inh, NPR1 activator, ASAP1 GAP inh, ABHD4 inh, rCAG binder
- O=C(c1ccc(-c2ccccc2)cc1)c1ccccc1C(=O)N1CCOCC1
  -1, -14, 1.4, 0, -4, -2, 1, -6, -1, -3
- O=c1c2cn[nH]c2[nH]c(=S)n1-c1ccccc1
  6, -10, -1.1, 1, -4, 6, 0, -16, 12, 1
- CC(C)C(C(=O)NCc1ccccc1)N1CCN(c2ccccc2F)CC1 (configuration not stated)
  0, -5, 2.1, -3, -3, x, -1, 6, 4, 2
- COc1ccc(OC)c(S(=O)(=O)N2CCC(C(=O)NC(C)c3ccccc3)CC2)c1 (configuration not stated)
  -1, 1, -0.3, -1, -3, 8, 2, -6, 0, -2
- O=C(OCc1cn([C@H]2CN(CC3CCCCC3)[C@@H](c3ccccc3)C[C@@H]2O)nn1)c1ccccc1
  -2, -9, 0.0, -8, -1, -24, -2, 2, -8, 4
- O=C(Nc1ccc(F)cc1)Nc1cccc(Br)c1
  7, 3, 1.6, 2, -3, x, 4, 9, -32, 6
- Nc1ccccc1/C=C/c1ccccc1N
  3, -8, -3.5, -5, 9.9*, -5, 1, 5, 1, 3
- Cc1ccc(NC(=O)C2CCCN2C(=O)OC(C)(C)C)cc1C (configuration not stated)
  5, 4, 1.0, -1, 4, -3, 0, -4, 3, 0
- CC12CCC(=O)N1C(C(=O)Nc1ccc(F)cc1)CS2 (configuration not stated)
  -2, 4, -2.5, 1, -3, 1, -2, 23, -9, 3
- COc1ccc2c(c1)CN1C(=O)N(Cc3ccc(F)cc3)S(=O)(=O)CC21 (configuration not stated)
  4, x, x, 3, -2, x, 0, x, -6, 3
- O=C1Nc2ccc(S(=O)(=O)N3CCCC3)c3cccc1c23
  -7, 9, -0.1, 2, 1, -1, -3, -4, -6, 4
- O=C1CSC(c2ccccc2F)N1CCN1CCCCC1 (configuration not stated)
  2, 7, 1.1, -2, -2, -5, 3, 12, -3, 0
- O=C(NCCN1CCCCC1)Nc1ccc(Cl)cc1
  2, -14, -2.1, 1, -1, 6, 3, -6, -1, 2
- O=C(NNC1=C(C(=O)C(F)(F)F)CCC1)c1ccccc1Cl
  2, 3, 0.5, -4, 2, -2, 0, 8, 5, 1
- COc1ccccc1NC(=O)N(C)C[C@H]1Oc2ncc(Br)cc2C(=O)N([C@H](C)CO)C[C@H]1C
  -5, -1, -0.5, -3, -2, 0, -7, -4, 6, -1
- CCOC(=O)C1CCN(C(=O)CCCOc2ccccc2)CC1
  -2, -4, 0.2, 1, 4, 1, 2, -15, 6, -6
- O=C(NCc1ccccn1)c1ccc(N2CCCC2)c([N+](=O)[O-])c1
  3, -2, -0.4, -2, 1, 1, 5, 0, 1, 6
- Cc1[nH]c2ccccc2c1CN1CCN(c2ccccn2)CC1
  -11, 3, -2.0, 8, -2, 8, -12, 0, 1, -1
- CCOC(=O)c1sc(N)c(C#N)c1CSc1nnc(C2CC2)n1N
  -2, 2, -0.5, 3, 0, 2, -6, -5, 0, 3
- CC1CCN(Cc2nnnn2CCCC(=O)NCCc2cnn(C)c2)CC1
  0, 11, -0.9, 0, -1, 6, 0, 6, 4, -5
- O=[N+]([O-])c1ccc(Nc2ccc(N3CCOCC3)cc2)c([N+](=O)[O-])c1
  -12, 4, -1.2, 0, 0, 2, -4, 2, -10, 1
- Cc1ccc(CNC(=O)COC(=O)CCCOc2ccc(Cl)cc2Cl)cc1
  -7, 3, -3.8, 2, -1, 4, 10, -2, -2, 0
- Nc1cc(N)nc(SCCN2CCCCC2)n1
  -1, -3, 0.4, -4, -1, 4, 2, -5, 4, 1
- CN(C)CCN(C(=O)c1ccc2c(c1)OCCO2)c1nc2ccc(Cl)cc2s1
  -12, -4, 0.3, -3, 1, 0, 4, -6, 3, -2
- COc1ccc(S(=O)(=O)N2CCC(C(=O)N3CCc4ccccc4C3)CC2)cc1Cl
  -17, 6, -1.1, -2, -4, -8, -26, -1, 3, -1
- O=C(N/N=C\c1ccc(O)c([N+](=O)[O-])c1)C1COc2ccccc2O1 (configuration not stated)
  -5, 4, -2.8, 5, -3, 5, 5, -1, 2, 10
- COc1cccc(-n2c([S-])c(C(=O)Nc3ccc(S(=O)(=O)N4CCOCC4)cc3)[n+]3cc(C(N)=O)ccc23)c1
  5, -6, -1.6, 62*, 0, 3, 10, -5, -7, 11
- O=C(NC1CC1)c1cccc(NC(=O)c2cn3ccccc3n2)c1
  5, 7, -1.3, 6, 3, 4, -1, 2, 6, 1
- CCOc1ccc(C2C3=C(CCCC3=O)N(CC(=O)O)C3=C2C(=O)CCC3)cc1
  2, -7, -1.8, 2, 1, 9, -1, 3, 1, 2
- O=C1c2ccccc2C(=O)N1CCc1ccccc1
  -6, 4, -2.7, -4, 1, -2, 0, -4, -13, 3

Following part:
The line under a structure holds: GC-B act, ARFGAP1 inh, PG9 Ab binder, Rev-erbA mod, SMARCA2 activ, HTRA1 inh, NPR1 activator, ASAP1 GAP inh, ABHD4 inh, rCAG binder
- CCC(=O)Nc1ccc(SC#N)cc1C
  x, -2, -0.6, x, 8, 0, x, -4, 11, -2
- O=C(C1CCN(S(=O)(=O)c2ccccc2F)CC1)N1CCN(Cc2ccc3c(c2)OCO3)CC1
  3, 5, 0.0, 0, -3, -3, 2, -2, -6, -6
- CC(=O)N1CC=CC1(CC(C)C)C(=O)NCCN1CCOCC1 (configuration not stated)
  3, -6, 0.7, -2, 3, 1, 0, 2, 5, -3
- O=C(Nc1ccccc1Cl)Nc1cccnc1Cl
  3, 4, 1.0, 2, -2, -2, 4, -7, -5, 0
- Cc1ccc2c(c1)C(C)CC(C)(C)N2C(=O)NC1CCCCC1 (configuration not stated)
  2, -10, 0.3, 5, 3, 7, -2, 6, 3, 0
- O=C1CCC(C(=O)OC(C(=O)Nc2ccc([N+](=O)[O-])cc2Br)c2ccccc2)=NN1 (configuration not stated)
  -1, -3, -0.6, 1, -3, -18, -1, 1, -1, 5
- COc1ccc(-c2nn(CCC#N)cc2C(=O)Nc2cccc(C(=O)O)c2)cc1[N+](=O)[O-]
  2, 2, 1.0, -2, -3, -2, 1, -2, -16, 3
- Cc1ccccc1-n1ncc2c1CC(C)(C)CC2NC(=O)c1cn[nH]c1C (configuration not stated)
  -6, -4, -0.5, -1, 1, -1, -1, -3, -13, -4
- CC1=C(C(=O)OC(C)C)C(/C=C/c2ccccc2)NC(=O)N1 (configuration not stated)
  -5, 6, 1.2, 6, 0, 2, 5, 2, -6, 3
- CCOc1ccc(CC(=O)Nc2nccs2)cc1
  0, -4, 0.8, 0, 1, -2, -2, 4, -4, -1
- COC(=O)c1cc(-n2cccc2)ccc1N1CCOCC1
  -3, -9, -0.8, 0, -5, 10, 2, 0, 8, 2
- COc1ccc(C(=O)Nc2ccc(F)cc2F)cc1OC
  1, 3, 0.2, -8, -1, 1, 2, 20, 0, 0
- CCN(Cc1ccccc1)C(c1ccccn1)c1nnnn1C(C)(C)CC (configuration not stated)
  -18, 4, -1.0, -3, -2, -15, -33, -6, 0, -9
- Cc1ccc(C(=O)OCC(=O)NC(=O)Cc2ccccc2)c(O)c1
  0, -4, 0.4, -2, 0, -4, 3, 7, -1, -2
- CCOc1ccc(CC(=O)Nc2c(C(N)=O)oc3ccc(Br)cc23)cc1OCC
  0, -14, -0.4, 11, -3, -6, 6, -3, 5, 0
- O/N=C/c1ccc(-c2ccccc2OC(F)(F)F)o1
  -1, 9, 0.1, -2, 2, -7, -2, -11, -9, 3
- COc1cc(CNC(=O)C2CC(O)CN2C(=O)Nc2ccccc2)cc(OC)c1OC (configuration not stated)
  -1, -7, 1.0, -3, -3, 0, -1, -3, 4, 3
- Cc1cc(-c2c(C)[nH]n(-c3ccc(Cl)cc3)c2=O)n(-c2ccccc2)n1
  3, 6, 0.2, 4, -3, -6, 5, 8, 6, 7
- CCCc1cc(=O)[nH]c(SCC(=O)Nc2ccc(Br)cc2Br)n1
  -2, -5, -3.3, -5, -2, -8, -1, -8, 1, 20
- CC(C)(C)n1nc2c(c1NC(=O)Cc1cccc3ccccc13)CS(=O)(=O)C2
  -1, -1, 0.4, -4, -2, -2, -2, -11, 0, -1
- COCCN(C(=O)CSc1nnc(-c2ccc(C)cc2)n1N)c1c(N)n(Cc2ccccc2)c(=O)[nH]c1=O
  -1, -2, -0.8, 3, 2, 0, 1, -13, 3, -2
- COC(=O)N1CCCCC1c1cc(C(=O)N2CCOCC2)no1 (configuration not stated)
  -4, -13, 0.4, -6, -1, x, 3, -8, 5, 0
- CCOC(=O)COc1nc(Nc2ccccc2C)nc(N(C)C)n1
  5, 16, 2.8, -6, -2, -1, -2, 3, -5, -7
- C=CCn1c(C)cc(C(=O)CSc2nnc(C3CC3)n2C2CC2)c1C
  2, 0, -0.9, -2, -1, 7, 0, -4, 1, -1
- Cc1cc(N)n(-c2ccccc2)n1
  -3, -9, -0.1, 2, 1, -2, 0, 6, -3, 4
- C=CCNc1oc(-c2ccco2)nc1S(=O)(=O)c1ccccc1
  -1, -3, -0.9, 3, -2, 1, -2, 5, 3, -1
- COc1cccc(-c2nc3c(c(=O)[nH]c(=O)n3Cc3ccccc3)n2CCO)c1OC(F)F
  -2, 16, 0.2, -2, 0, -3, 6, 3, 11, 4

Rewritten tab-delimited: entries from further up
Molecule	GC-B act	ARFGAP1 inh	PG9 Ab binder	Rev-erbA mod	SMARCA2 activ	HTRA1 inh	NPR1 activator	ASAP1 GAP inh	ABHD4 inh	rCAG binder
COC(=O)c1cc(-n2cccc2)ccc1N1CCOCC1	-3	-9	-0.8	0	-5	10	2	0	8	2
O/N=C/c1ccc(-c2ccccc2OC(F)(F)F)o1	-1	9	0.1	-2	2	-7	-2	-11	-9	3
CCOc1ccc(CC(=O)Nc2c(C(N)=O)oc3ccc(Br)cc23)cc1OCC	0	-14	-0.4	11	-3	-6	6	-3	5	0

Screens as filed in PubChem.

An unsorted share of the library; about 4.4% have a hit in one of these screens.
